Mtb BioA inh – inhibitors of Mycobacterium tuberculosis BioA enzyme | hit rate 0.096% among 360,000 | inhibition, % at 9.99 µM | purified M. tuberculosis BioA enzyme, plate reader; in the data active = inhibition above about 40%
The depositor's hits bear a star.

molecule	Mtb BioA inh
C[C@@H]1CN([C@H](C)CO)S(=O)(=O)c2ccc(C#C[C@@H](C)O)cc2O[C@H]1CN(C)C(=O)C1CC1	1.3
COc1ccc(CNC(=O)N(C)C[C@H]2OCc3ccccc3-c3ccccc3C(=O)N([C@H](C)CO)C[C@@H]2C)cc1	-1.9
COCCNC(=O)C[C@H]1CC[C@@H]2[C@H](COC[C@@H](O)CN2C(=O)Nc2ccccc2OC)O1	-0.4
C[C@@H]1CN([C@@H](C)CO)C(=O)c2cc(NC(=O)c3ccncc3)ccc2O[C@@H]1CN(C)Cc1ccncc1	-4.3
C[C@H]1CN([C@@H](C)CO)C(=O)c2cc(C3=CCCC3)cnc2O[C@@H]1CN(C)C(=O)Nc1cccc(F)c1	18.9
Cc1ccccc1S(=O)(=O)N(C)C[C@H]1OCc2ccccc2-c2ccccc2C(=O)N([C@H](C)CO)C[C@@H]1C	1.6
Cc1noc(C)c1S(=O)(=O)N(C)C[C@H]1Oc2ccc(NC(=O)NC3CCCCC3)cc2CC(=O)N([C@H](C)CO)C[C@H]1C	-1.7
COc1ccc(S(=O)(=O)N[C@H]2CC[C@H](CC(=O)O)O[C@@H]2CO)cc1	0.7
CNC(=O)C[C@@H]1CC[C@@H]2[C@@H](COc3ccc(NC(=O)C4CC4)cc3C(=O)N2C)O1	-0.1
O=C(C[C@H]1C=C[C@H](NC(=O)C2CC2)[C@@H](CO)O1)Nc1ccccc1	-0.3

Filtered by structure, the compounds so far containing four or more nitrogen atoms (3)
molecule	Mtb BioA inh
C[C@@H]1CN([C@@H](C)CO)C(=O)c2cc(NC(=O)c3ccncc3)ccc2O[C@@H]1CN(C)Cc1ccncc1	-4.3
C[C@H]1CN([C@@H](C)CO)C(=O)c2cc(C3=CCCC3)cnc2O[C@@H]1CN(C)C(=O)Nc1cccc(F)c1	18.9
Cc1noc(C)c1S(=O)(=O)N(C)C[C@H]1Oc2ccc(NC(=O)NC3CCCCC3)cc2CC(=O)N([C@H](C)CO)C[C@H]1C	-1.7

Returning to the listing with the 2 entries that preceded the break.
molecule	Mtb BioA inh
CNC(=O)C[C@@H]1CC[C@@H]2[C@@H](COc3ccc(NC(=O)C4CC4)cc3C(=O)N2C)O1	-0.1
O=C(C[C@H]1C=C[C@H](NC(=O)C2CC2)[C@@H](CO)O1)Nc1ccccc1	-0.3
COc1ccc(-c2ccc([C@@H]3[C@H](CO)N4CCCCN(C(=O)Cc5ccncc5)C[C@@H]34)cc2)cc1	-1.4
Cc1noc(C)c1NC(=O)Nc1ccc2c(c1)C(=O)N([C@H](C)CO)C[C@@H](C)[C@@H](CN(C)C(=O)Nc1ccc(F)cc1)O2	2.0
O=C(Nc1ccc2c(c1)[C@H]1C[C@@H](CC(=O)N3CCc4ccccc4C3)O[C@H](CO)[C@H]1O2)C1CCC1	1.4
CCNC(=O)[C@@H]1[C@@H](CO)[C@@H]2Cn3c(ccc(-c4ccncc4)c3=O)[C@@H]2N1Cc1ccccc1	0.0
Cc1ccc(-c2ccc([C@H]3[C@H](CO)N4CCCCN(S(=O)(=O)c5ccccc5C)C[C@@H]34)cc2)cc1	-2.1
C[C@H]1CN([C@@H](C)CO)C(=O)c2cc(N(C)C)ccc2O[C@H]1CN(C)C(=O)Nc1ccc2c(c1)OCO2	-2.6
O=C(Nc1ccc(F)cc1)N1CCCCN2[C@H](CO)[C@H](c3ccc(C#Cc4ccccc4)cc3)[C@@H]2C1	-1.3
C[C@@H]1CCCCO[C@@H](CN(C)CC2CCCCC2)[C@@H](C)CN([C@@H](C)CO)C(=O)c2cc(NC(=O)Nc3ccccc3)ccc2O1	1.5
C[C@H](CO)N1C[C@H](C)[C@@H](CN(C)Cc2ccccc2)Oc2cc(C3=CCCC3)ccc2S1(=O)=O	-2.0
C[C@@H]1CN([C@@H](C)CO)C(=O)c2cc(NC(=O)Nc3ccc(F)cc3)ccc2O[C@H]1CN(C)C(=O)Nc1ccc(F)cc1	3.2
COc1ccccc1-c1cnc2c(c1)C(=O)N([C@H](C)CO)C[C@@H](C)[C@@H](CN(C)C)O2	-1.2
C[C@H](O)C#Cc1ccc2c(c1)O[C@H](CN(C)Cc1cncnc1)[C@@H](C)CN([C@H](C)CO)S2(=O)=O	7.7
Cc1ccc(S(=O)(=O)N(C)C[C@H]2OCCCC[C@H](C)Oc3ccc(NC(=O)Nc4c(C)noc4C)cc3C(=O)N([C@H](C)CO)C[C@@H]2C)cc1	-0.1
O=C(C[C@@H]1C[C@H]2c3cc(NC(=O)Nc4ccccc4)ccc3O[C@H]2[C@@H](CO)O1)NCc1cccc(F)c1	-1.8
C[C@H](CO)N1C[C@H](C)[C@H](CN(C)S(C)(=O)=O)Oc2ccc(N(C)C)cc2C1=O	-0.8
C[C@@H]1CN([C@H](C)CO)C(=O)c2cc(NC(=O)Cn3cnnn3)ccc2O[C@@H]1CN(C)C(=O)NC1CCCCC1	-0.3
C[C@@H]1CN([C@@H](C)CO)C(=O)c2cc(NC(=O)Nc3ccc4c(c3)OCO4)ccc2O[C@@H](C)CCCCO[C@@H]1CN(C)C	0.7
C[C@@H]1CN([C@@H](C)CO)C(=O)Cc2cc(NC(=O)Nc3ccccc3)ccc2O[C@H]1CN(C)C	0.7
O=C(C[C@H]1CC[C@@H]2[C@H](COC[C@H](O)CN2Cc2ccncc2)O1)NCc1ccccc1Cl	-0.8
C[C@H]1CN([C@@H](C)CO)C(=O)c2cc(C#CC3(O)CCCC3)cnc2O[C@H]1CN(C)S(=O)(=O)c1ccccc1	-0.6
COCCNC(=O)C[C@@H]1CC[C@H]2[C@@H](COC[C@H](O)CN2C(=O)Nc2ccccc2OC)O1	-4.9
CO[C@H]1CN(C)C(=O)c2ccc(NS(=O)(=O)c3cn(C)cn3)cc2OC[C@@H](C)N(CCC(F)(F)F)C[C@@H]1C	-2.0
CC(C)C(=O)Nc1ccc2c(c1)C(=O)N(C)[C@H]1CC[C@@H](CC(=O)NCCc3ccccc3)O[C@@H]1CO2	2.6
C[C@@H]1CCCCO[C@H](CN(C)C(=O)Cc2ccccc2)[C@H](C)CN([C@@H](C)CO)C(=O)c2cc(NC(=O)Cc3ccccc3)ccc2O1	-0.2
O=C(NCC[C@@H]1CC[C@H](NS(=O)(=O)c2ccc(Oc3ccccc3)cc2)[C@H](CO)O1)C1CC1	4.7
CC(C)NC(=O)N(C)C[C@H]1Oc2cc(-c3cccnc3)ccc2S(=O)(=O)N([C@@H](C)CO)C[C@@H]1C	-2.9
C[C@H]1CN([C@@H](C)CO)C(=O)c2cccc(NS(C)(=O)=O)c2O[C@H]1CN(C)S(=O)(=O)c1ccccc1	-2.5
Cc1noc(C)c1NC(=O)Nc1ccc2c(c1)C(=O)N([C@H](C)CO)C[C@@H](C)[C@H](CN(C)C(=O)Nc1ccc(C(F)(F)F)cc1)OCCCC[C@@H](C)O2	-5.9
COc1cccc(S(=O)(=O)N[C@H]2CC[C@@H](CC(=O)NCc3ccc(Cl)cc3)O[C@H]2CO)c1	-2.5
CC(C)C#Cc1ccc([C@@H]2[C@H]3CN(C(=O)Nc4ccccc4)CCCCN3[C@H]2CO)cc1	0.1
C/C=C/c1cccc(-c2nc(C(=O)NCc3ccc(OC)cc3)cc3c2[C@H](CCO)N([S@@](=O)C(C)(C)C)C3)c1	-0.7
Cn1cnc(CCNC(=O)C[C@@H]2CC[C@@H]3[C@H](COC[C@H](O)CN3C(=O)C3CCCC3)O2)c1	-1.3
COc1ccc(CN(C)C[C@H]2OCCCC[C@H](C)Oc3ccc(NC(=O)Nc4ccc(OC)cc4)cc3C(=O)N([C@@H](C)CO)C[C@H]2C)cc1	-1.8
COc1ccc(S(=O)(=O)N(C)C[C@H]2Oc3c(NS(C)(=O)=O)cccc3C(=O)N([C@H](C)CO)C[C@H]2C)cc1	-1.2
CC(C)NC(=O)Nc1ccc2c(c1)C(=O)N([C@@H](C)CO)C[C@@H](C)[C@H](CN(C)Cc1ccncc1)O2	-1.1
O=S(=O)(Cc1ccccc1)N1CCCCN2[C@H](CO)[C@@H](c3ccc(-c4ccccc4)cc3)[C@H]2C1	2.6
Cc1ccc(S(=O)(=O)N(C)C[C@@H]2OCCCC[C@@H](C)Oc3ccc(NC(=O)NC(C)C)cc3C(=O)N([C@H](C)CO)C[C@H]2C)cc1	-0.8
O=C(O)C[C@@H]1CC[C@H](NC(=O)c2ccncc2)[C@@H](CO)O1	-1.6
C[C@H](CO)N1C[C@H](C)[C@@H](CN(C)C(=O)Nc2ccc(C(F)(F)F)cc2)OCCCC[C@H](C)Oc2ccc(NC(=O)Nc3ccc(F)cc3)cc2C1=O	-3.3
C[C@H](CO)N1C[C@H](C)[C@H](CN(C)C(=O)C2CCCCC2)Oc2cc(C#CC(C)(C)O)ccc2S1(=O)=O	5.9
O=C(Nc1ccccc1)Nc1ccc2c(c1)[C@@H]1C[C@H](CC(=O)N3CCCCC3)O[C@H](CO)[C@@H]1O2	2.0
Cn1cnc(CCNC(=O)C[C@H]2CC[C@@H]3[C@H](COC[C@@H](O)CN3C(=O)C3CCCC3)O2)c1	-1.7
Cc1nc(N2[C@H](C#N)[C@H](c3ccccc3)[C@H]2CO)sc1C	0.6
Cc1noc(C)c1NC(=O)Nc1ccc2c(c1)C(=O)N(C)[C@H]1CC[C@H](CC(=O)N(C)C)O[C@H]1CO2	-1.1
C[C@@H]1CN([C@H](C)CO)C(=O)c2c(c3ccccc3n2C)-c2ccccc2CO[C@H]1CN(C)S(=O)(=O)c1ccc(Cl)cc1	-1.2
O=C(C[C@@H]1CC[C@H]2[C@@H](COC[C@@H](O)CN2C(=O)c2ccc3c(c2)OCO3)O1)NCCN1CCCCC1	0.5
COc1ccc(S(=O)(=O)N[C@H]2C=C[C@@H](CC(=O)NCCc3ccccc3)O[C@@H]2CO)cc1	0.2
COc1ccc(S(=O)(=O)N(C)C[C@@H]2Oc3c(NC(=O)Nc4ccc(C(F)(F)F)cc4)cccc3C(=O)N([C@@H](C)CO)C[C@H]2C)cc1	-0.9
C[C@H](NC(=O)C[C@H]1CC[C@H](NC(=O)C2CCC2)[C@H](CO)O1)c1ccccc1	-1.7
COCC(=O)Nc1ccc2c(c1)C(=O)N(C)C[C@@H](OC)[C@H](C)CN(Cc1ccncc1)[C@H](C)CO2	-1.0

C[C@@H]1CN([C@@H](C)CO)C(=O)c2cccc(NS(=O)(=O)c3cn(C)cn3)c2O[C@H]1CN(C)Cc1ccccc1
  Mtb BioA inh: 0.4

C[C@H](CO)N1C[C@H](C)[C@@H](CN(C)S(=O)(=O)c2ccc(Cl)cc2)Oc2ccc(NC(=O)Nc3ccc(F)cc3)cc2C1=O
  Mtb BioA inh: -2.1

CNC[C@@H]1OCCCC[C@@H](C)Oc2ccc(NC(=O)NC3CCCCC3)cc2C(=O)N([C@H](C)CO)C[C@H]1C
  Mtb BioA inh: -4.9

C[C@@H]1CCCCO[C@@H](CN(C)Cc2ccccc2)[C@@H](C)CN([C@H](C)CO)C(=O)c2cc(NC(=O)Nc3ccc(C(F)(F)F)cc3)ccc2O1
  Mtb BioA inh: -0.8

O=C(Cc1ccncc1)N[C@@H]1CC[C@@H](CCn2cc(-c3ccccc3F)nn2)O[C@H]1CO
  Mtb BioA inh: 3.5

C[C@H](CO)N1C[C@H](C)[C@@H](CN(C)C(=O)C2CC2)Oc2cc(/C=C/c3ccccc3)ccc2S1(=O)=O
  Mtb BioA inh: 0.4

CC(C)C#Cc1cnc2c(c1)C(=O)N([C@@H](C)CO)C[C@H](C)[C@@H](CN(C)C(=O)Nc1ccccc1F)O2
  Mtb BioA inh: 0.2

CCC(=O)Nc1ccc2c(c1)C(=O)N(C)C[C@H](OC)[C@H](C)CN(C(=O)Cc1ccccn1)[C@@H](C)CO2
  Mtb BioA inh: 0.8

O=C(C[C@@H]1CC[C@@H](NS(=O)(=O)c2ccc(F)cc2)[C@@H](CO)O1)NCCN1CCCCC1
  Mtb BioA inh: 1.3

O=C(NCC[C@H]1CC[C@@H](NS(=O)(=O)c2cccc(F)c2)[C@@H](CO)O1)C1CCC1
  Mtb BioA inh: -5.0

Of the compounds above, two contain a COOH group:
COc1ccc(S(=O)(=O)N[C@H]2CC[C@H](CC(=O)O)O[C@@H]2CO)cc1
  Mtb BioA inh: 0.7

O=C(O)C[C@@H]1CC[C@H](NC(=O)c2ccncc2)[C@@H](CO)O1
  Mtb BioA inh: -1.6

(more compounds)
CCCC#Cc1cnc2c(c1)C(=O)N([C@@H](C)CO)C[C@H](C)[C@H](CN(C)C(=O)Cc1ccccc1)O2
  Mtb BioA inh: -1.1

C[C@@H]1CN([C@H](C)CO)C(=O)c2cc(N(C)C)ccc2O[C@@H]1CN(C)Cc1ccncc1
  Mtb BioA inh: -1.3

C[C@@H]1CN([C@H](C)CO)S(=O)(=O)c2ccc(C#CC3CC3)cc2O[C@H]1CN(C)Cc1ccccn1
  Mtb BioA inh: 1.0

CCC(=O)Nc1ccc2c(c1)OC[C@H](C)N(CC1CCCCC1)C[C@H](C)[C@H](OC)CN(C)C2=O
  Mtb BioA inh: 0.6

C[C@@H]1CN([C@H](C)CO)C(=O)CCCn2nncc2CO[C@H]1CN(C)C(=O)Nc1cccc(F)c1
  Mtb BioA inh: -2.1

CN1C[C@@H]2[C@H](c3ccccc31)[C@H](CO)N2Cc1ccccc1Cl
  Mtb BioA inh: -4.6

CC(C)NC(=O)NCC[C@@H]1CC[C@@H](NS(=O)(=O)c2ccc(Oc3ccccc3)cc2)[C@H](CO)O1
  Mtb BioA inh: -0.3

C[C@@H]1CN([C@@H](C)CO)C(=O)c2cc(NS(=O)(=O)c3ccc(F)cc3)ccc2O[C@@H](C)CCCCO[C@H]1CN(C)C(=O)c1ccccc1
  Mtb BioA inh: 1.7

CNC(=O)C[C@H]1CC[C@H]2[C@@H](COc3ccc(NS(=O)(=O)c4ccc(F)cc4)cc3C(=O)N2C)O1
  Mtb BioA inh: 6.8

Cc1ccc(S(=O)(=O)Nc2ccc3c(c2)CC(=O)N([C@@H](C)CO)C[C@H](C)[C@H](CN(C)Cc2ccccc2)O3)cc1
  Mtb BioA inh: 5.8

C[C@@H]1CN([C@@H](C)CO)C(=O)CCCn2nncc2CO[C@H]1CN(C)Cc1ccc2c(c1)OCCN2C
  Mtb BioA inh: -0.8

O=C(NCc1ccc(F)cc1)[C@H]1[C@H](CO)[C@H]2Cn3c(cccc3=O)[C@@H]1N2
  Mtb BioA inh: 0.3

CS(=O)(=O)Nc1ccc2c(c1)[C@H]1C[C@@H](CC(=O)NCc3ccccc3F)O[C@@H](CO)[C@H]1O2
  Mtb BioA inh: -2.3

These rows are one share of the data, so the mix of outcomes need not match the whole.
